High-throughput results from PubChem BioAssay.
TrxR1 substrate – is turned over as a substrate by rat TrxR1; Potency, µM (doses to about 114 µM), for inactives: top-dose activity change, negative = substrate turnover; purified TrxR1 substrate turnover, NADPH consumption readout; 390,000 compounds, 0.01% hits; note: potency is the fitted concentration of half-maximal effect; % is set by controls: 0 for no effect and ±100 for the full control effect; nearly all actives have a fitted effect of over 50% in size
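Rat TrxR1, dispensed at 90 nM, was prereduced with 400 uM NADPH (final) for 5 min at ~22 deg C, then incubated with compound 15 min before 400 uM selenite. A first-read NADPH fluorescence drop versus no-compound background flagged substrates.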
USP1-UAF1 inh – USP1/UAF1 (human) deubiquitinase inhibition; recombinant USP1/UAF1, Ub-Rhodamine cleavage fluorescence; Potency, µM (titrated, usually from 57.1 µM), for inactives: at the highest dose activity change, negative = inhibition, actives largely listed as inhibitors; 390,000 compounds, 0.23% hits; note: potency is the fitted concentration of half-maximal effect; % is set by controls: 0 for no effect and ±100 for the full control effect; nearly all actives have a fitted effect of over 60% in size; inactives centre near -12
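USP1/UAF1 complex (1 nM) preincubated 15 min at room temperature with compound, then Ub-Rho substrate (150 nM final) added. Kinetic fluorescence at 480/540 nm over 6 reads at 60 s intervals; 50 mM HEPES pH 7.8, 0.5 mM EDTA, 0.1 mg/ml BSA, 1 mM TCEP, 0.01% Tween-20.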
D2 ag – agonists of human D2 dopamine receptor | HEK293 T-REx D2 cells, calcium flux agonist mode | activation, % at 2 µM | 340,000 compounds, 0.53% hits | AID 485358;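 active = activation over 3 SD above normal in the single-dose calcium agonist read, cut at about 30% in these data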; note: 0% is about no effect
Target sequence (P14416 whole entry, looked up): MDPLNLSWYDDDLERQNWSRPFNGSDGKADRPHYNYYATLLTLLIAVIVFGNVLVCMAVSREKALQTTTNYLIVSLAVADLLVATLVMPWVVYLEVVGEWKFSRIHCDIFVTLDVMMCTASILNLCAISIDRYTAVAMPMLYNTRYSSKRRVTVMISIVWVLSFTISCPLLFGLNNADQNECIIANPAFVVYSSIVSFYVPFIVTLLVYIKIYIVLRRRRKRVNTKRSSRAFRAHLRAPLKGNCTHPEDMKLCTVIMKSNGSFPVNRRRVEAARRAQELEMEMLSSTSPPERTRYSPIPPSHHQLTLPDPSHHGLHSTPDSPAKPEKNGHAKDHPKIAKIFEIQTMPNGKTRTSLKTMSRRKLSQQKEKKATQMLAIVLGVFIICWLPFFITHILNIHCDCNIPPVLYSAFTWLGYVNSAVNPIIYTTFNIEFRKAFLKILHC
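Calcium-flux readout, 1 cycle/sec over 180 s following compound pin transfer, in inducible HEK293 Trex D2 cells (force-coupled); dopamine controls included. Positive calcium responses during this window marked compounds as potential agonists.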
TRHR PAM – TRH receptor (human) allosteric enhancement; TRHR cells, fluo-8 calcium fluorescence, EC20 TRH enhancement; P34981; 360,000 compounds, 0.66% hits; enhancement, % at 2 µM; in the data active = enhancement above about 30%; note: 0% is about no effect
Target sequence (P34981 whole entry, looked up): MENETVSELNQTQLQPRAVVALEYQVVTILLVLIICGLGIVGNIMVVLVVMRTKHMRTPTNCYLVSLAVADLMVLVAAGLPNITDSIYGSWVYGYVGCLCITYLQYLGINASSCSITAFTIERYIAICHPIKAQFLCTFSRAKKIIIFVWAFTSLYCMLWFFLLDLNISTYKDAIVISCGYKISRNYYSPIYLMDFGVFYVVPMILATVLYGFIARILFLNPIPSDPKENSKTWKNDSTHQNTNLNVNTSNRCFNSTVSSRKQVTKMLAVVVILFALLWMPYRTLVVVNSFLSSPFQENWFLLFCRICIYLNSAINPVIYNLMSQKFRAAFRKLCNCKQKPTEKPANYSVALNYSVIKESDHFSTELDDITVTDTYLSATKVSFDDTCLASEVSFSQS
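Enhancer read-out: after compound pinning and an initial kinetic agonist-mode read, an EC20 of TRH (10 nM final) was injected and fluo-8 calcium signal (Ex 480/Em 530) followed at 1 s/cycle for 100 cycles in TRHR-expressing cells.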
TrxR1 inh – rat TrxR1 inhibition; O89049; recombinant rTrxR1, NADPH fluorescence consumption, selenite substrate; AID 588453; Potency, µM (doses to about 114 µM), for the others: at the highest dose activity change, negative = inhibition, actives largely listed as inhibitors; 390,000 compounds, 1% hits; note: potency is the fitted concentration of half-maximal effect; % is set by controls: 0 for no effect and ±100 for the full control effect; nearly all actives have a fitted effect of over 65% in size
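Rat TrxR1 (90 nM in the dispensed reagent) was pre-reduced with 400 uM NADPH for 5 min at room temperature, then incubated with compound for 15 min. After 400 uM selenite was added, NADPH fluorescence (Ex 340/Em 450 nm) was followed for 8 min.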
D2 antag – D2 dopamine receptor (human) antagonism | 340,000 compounds, 2% hits | AID 485344 | HEK293 TREx D2 cells, calcium flux, dopamine EC80 | P14416 | inhibition, % at 10 µM; in the data active = inhibition above about 30%; note: 0% is about no effect
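Antagonism is scored as inhibition of an EC80 dopamine-evoked calcium signal in a force-coupled, tetracycline-inducible HEK293 T-REx D2 line, with compound present 180 s before agonist.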
PI4K2A block – PI4K2A (human) kinase inhibition; purified PI4K2A, ADP-Glo luminescence, 1 h; stronger effect = lower value; 420,000 compounds, 0.13% hits; activity change, negative = inhibition, % at 76.9 µM; Q9BTU6; AID 1346378; in the data active = activity change below about -50%; inconclusive = mostly about -30% to -49%;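 note: -100% = wells without enzyme as full effect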
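PI4K2A activity was measured by ADP-Glo luminescence: enzyme (4 ug/mL stock) and phosphatidylinositol (1.2 mM stock) in Tris pH 7.5/MgCl2/EGTA/Triton X-100 buffer were reacted with ATP (300 microM stock) for one hour at ambient temperature.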
IDH1 R132H inh – blocks human mutant IDH1 R132H enzyme; O75874; IDH1-R132H enzyme, NADPH consumption, diaphorase/resazurin fluorescence; Potency, µM (top dose mostly 76.6 µM), for inactives: at the top dose activity change, negative = inhibition, most hits filed as inhibitors; 390,000 compounds, 0.093% hits; AID 602179; note: potency is the fitted concentration of half-maximal effect; % is set by controls: 0 for no effect and ±100 for the full control effect; nearly all actives have a fitted effect of over 65% in size
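IDH1-R132H (0.5 ug/mL dispensed) in pH 7.5 Tris buffer was preincubated 30 min with compound, then given a substrate mix of 0.016 mM NADPH and 2 mM alpha-KG for 80 min at room temperature; remaining NADPH was read by diaphorase/resazurin fluorescence.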
TRHR agonist – agonists of human TRH receptor | P34981 | TRHR cells, calcium flux fluo-8, FDSS agonist mode | activation, % at 2 µM | 360,000 compounds, 0.18% hits | AID 493084; in the data active = activation above about 30%; note: 0% is about no effect
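TRHR-expressing cells loaded with fluo-8 calcium dye; 23 nL library compound pin-transferred, kinetic FDSS fluorescence (Ex 480/Em 530) recorded about 180 s for agonist-induced calcium release, before a 10 nM TRH EC20 addition for potentiator mode.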
* hit, by the source's call; ? = inconclusive; nt = no result given; & = joins results of further samples; [ ] = dose if it differs, or a comment. Unless noted, calls come from the whole dose curve; as a rule, active = well fitted inhibition curve with a large enough effect; inconclusive = small, poorly fitted or top-dose-only effect; inactive = no such curve, though single readings can be large or run the other way.

#1 Cc1cccc(-c2nc(NCCCN(C)C)c3ccccc3n2)c1
#2 O=C(N/C(=C\c1ccccc1)C(=O)N1CCCCC1)c1ccco1
#3 CCOC(=O)C1CCN(Cc2c(F)cccc2Cl)CC1
#4 COc1ccc(-c2oc(=O)c3cc(OC)c(OC)cc3c2C(F)(F)F)cc1
#5 COc1ccccc1NC(=O)CSc1nnnn1-c1ccc(C)cc1
#6 Cc1nn(-c2ccccc2)c2nc(N)c(C(N)=O)cc12
#7 CCn1cc(CN2CCC(n3nccc3NC(=O)CCc3ccccc3)CC2)cn1
#8 CCN(CC(=O)Nc1ccccc1C(F)(F)F)C(=O)C1CC(=O)N(Cc2ccccc2)C1 (stereo unspecified)
Screen / compound no.,1,2,3,4,5,6,7,8
TrxR1 substrate,6%,2%,7%,4%,3%,33%[activator][57.1 µM],2%,-8%
USP1-UAF1 inh,-15%,-20%,-5%,-29%,-4%,-1%,-12%,-25%
D2 ag,0.3,1.3,5.6,-0.3,0.0,-0.5,0.4,-0.4
TRHR PAM,9,13,0,2,0,1,5,-1
TrxR1 inh,9%,14%,16%,10%,14%,26%[57.1 µM],1%,-9%
D2 antag,8,7,9,2,18,-7,-7,-5
PI4K2A block,-5,2,10,-3,0,1,-6,-1
IDH1 R132H inh,10%,6%,12%,-6%,5%,2%,11%,4%
TRHR agonist,2.2,1.5,-0.6,0.4,-0.5,0.3,-0.4,0.0

#9 CC(=O)NCCc1nc2cc(NC(=O)c3ccc([N+](=O)[O-])cc3)ccc2n1C
#10 CS(=O)(=O)N(CC(=O)NCCc1ccccc1)c1cccc([N+](=O)[O-])c1
#11 Cc1ccc2oc(C(=O)N(C)CCC(O)c3ccccc3)c(C)c2c1 (stereo unspecified)
#12 Cn1nc(C(=O)NCc2ccccc2Cl)c2c1-c1ccccc1S(=O)(=O)C2
#13 CCn1cc(CN2CCN(Cc3cccc(OC)c3)C(CCO)C2)c(C)n1 (stereo unspecified)
#14 CN(Cc1ccccc1)C(=O)COC(=O)COc1ccc(Cl)cc1
#15 COc1ccc(NS(=O)(=O)c2ccc(NC(=O)CCNS(=O)(=O)c3ccc(C)cc3)cc2)cc1
#16 CCOc1ccc2nc(N3CCCC(C(=O)NCCc4ccc(OCC)c(OCC)c4)C3)sc2c1 (stereo unspecified)
Screen / compound no.,9,10,11,12,13,14,15,16
TrxR1 substrate,-5%,-4%,-10%,0%&-13%,-1%,9%[57.1 µM],-7%,4%
USP1-UAF1 inh,-6%,0%,-3%,-20%&-19%,-21%,1%,0%,-8%
D2 ag,0.4,0.4,-1.8,-0.1&-0.8,0.8,nt,11,0.4
TRHR PAM,0,-1,16,-2&4,0,nt,9,3
TrxR1 inh,12%,10%,16%[57.1 µM],19%&-8%,3%,7%[11.4 µM],-9%,24%
D2 antag,-2,-5,-3,16,1,nt,-5,nt
PI4K2A block,2,1,6,6&-4,1,3,-3,-2
IDH1 R132H inh,0%,-6%,19%,0%&0%,-5%,3%,-7%,5%
TRHR agonist,1.1,0.1,-0.2,-0.7&-0.5,0.8,nt,0.5,0.3

#17 O=C1c2cccnc2C(O)N1Cc1ccc(F)cc1 (stereo unspecified)
#18 CCNc1nc(N)c(C(=O)c2ccc(Cl)s2)s1
#19 CC(C)(C)c1ccc(O)c(/C=N\O)c1
#20 COc1ccc(N2C(=O)c3cccc4cc(Br)cc(c34)C2=O)cc1
#21 Cc1ccc2c(c1)C(C)CC(C)(C)N2C(=O)NC1CCCCC1 (stereo unspecified)
#22 CC(CCc1ccccc1)NS(=O)(=O)c1ccc(Cl)c(C(=O)O)c1 (stereo unspecified)
#23 CCC(C)n1c(SCC(=O)Nc2ccccc2C(F)(F)F)nc2ccsc2c1=O (stereo unspecified)
#24 CCn1cc(C2CC(=O)NC2=O)c2ccccc21 (stereo unspecified)
Screen / compound no.,17,18,19,20,21,22,23,24
TrxR1 substrate,2%,2%,-4%,-2%,-8%,8%[57.1 µM],6%[57.1 µM],2%
USP1-UAF1 inh,-9%,-10%,-22%,-12%,2%,-11%,-14%,-25%
D2 ag,-0.2,0.6,0.1,2.2,-1.7,-0.1,3.2,-0.3
TRHR PAM,2,13,5,1,1,-2,-9,2
TrxR1 inh,-1%,1%,1%[57.1 µM],26%,5%[57.1 µM],10%[57.1 µM],18%[57.1 µM],22%
D2 antag,-11,10,-1,25,-6,2,16,-13
PI4K2A block,3,-3,5,6,-3,0,1,-3
IDH1 R132H inh,2%,-11%,2%,10%,-1%,7%,3%,10%
TRHR agonist,-0.1,0.0,-0.1,0.2,0.1,0.1,0.4,-0.1

#25 COc1ccc(NC(=O)Cn2nnc(C(=O)NCc3cccc(OC)c3)c2N)cc1
#26 CC1(C)CC(=O)C2=C(C1)NC(=O)NC2c1ccc(Cl)cc1 (stereo unspecified)
#27 CC1CC(=O)C2=C(C1)Nc1ccccc1N(C(=O)COc1ccccc1)C2c1ccco1 (stereo unspecified)
#28 CCN(CC)c1ccc(C2C3CCCCC3(O)CCN2C(=O)c2cccs2)cc1 (stereo unspecified)
#29 CCOc1ccc2nc(NC(=O)Cn3[nH]c(=O)c4ccccc4c3=O)sc2c1
#30 CCOc1ccc(C(=S)N2CCCC2)cc1OC
#31 O=S(=O)(c1ccccc1)c1cnc2ccccc2c1
#32 COc1ccc(-n2nc3c(c2NC(C)=O)CS(=O)(=O)C3)cc1
Screen / compound no.,25,26,27,28,29,30,31,32
TrxR1 substrate,3%,1%,-10%,-14%,-3%,-6%,8%[57.1 µM],3%
USP1-UAF1 inh,-14%,-14%,2%,5%,?,0%,-25%,-7%
D2 ag,nt,-0.2,-2.5,-1.9,0.9,nt,-0.3,0.0
TRHR PAM,nt,8,-3,-6,4,-3,14,2
TrxR1 inh,13%,8%,-26%,-13%,7%,-13%,22%[57.1 µM],7%
D2 antag,nt,6,-1,7,7,nt,-3,-21
PI4K2A block,10,-5,5,-5,0,1,5,3
IDH1 R132H inh,4%,-5%,3%,3%,5%,-2%,-30%,23%
TRHR agonist,nt,-0.4,0.0,0.0,1.1,-0.8,-0.3,0.6

#33 Cc1cccc(NC(=O)CSCC(=O)Nc2ccc(S(=O)(=O)N3CCOCC3)cc2)c1
#34 Cc1cc(C)cc(NC(=O)CSc2nnc(-c3ccccc3C)o2)c1
#35 COc1ccc(N2CCN(C(=O)c3cccc(Cn4cc(Cl)cn4)c3)CC2)cc1
#36 Cc1cc(-c2nc3ncccc3o2)ccc1NC(=O)c1ccc([N+](=O)[O-])o1
#37 CCOC(=O)c1ccc(Nc2cc(C)nc(-c3ccccc3O)n2)cc1
#38 CC(C)(C)OC(=O)N(c1cccc2cccnc12)S(=O)(=O)c1ccccc1Br
#39 COc1cc(C(=O)OCC(=O)Nc2c(F)cccc2F)cc(OC)c1C
#40 O=C(c1cccc(-n2cnnn2)c1)N1CCOCC1
Screen / compound no.,33,34,35,36,37,38,39,40
TrxR1 substrate,14%[57.1 µM],-1%[57.1 µM],7%,-4%,12%,4%[0.457 µM],-17%[57.1 µM],4%
USP1-UAF1 inh,-14%,-16%,-19%,-21%,?,nt,-16%,-8%
D2 ag,-0.3,-1.3,-0.6,nt,-0.1,nt,1.6,0.0
TRHR PAM,0,-7,5,nt,-10,11,-1,9
TrxR1 inh,-39%[57.1 µM],5%[57.1 µM],12%,-13%,20%,29%,21%[57.1 µM],10%
D2 antag,-1,-1,16,nt,1,nt,9,-31
PI4K2A block,-1,16,-1,0,-2,nt,-5,4
IDH1 R132H inh,0%,-1%,8%,2%,-2%,nt,10%,7%
TRHR agonist,0.0,-0.3,-0.2,nt,0.4,0.2,-0.1,0.6

One compound at a time (already shown). Screens in order: TrxR1 substrate	USP1-UAF1 inh	D2 ag	TRHR PAM	TrxR1 inh	D2 antag	PI4K2A block	IDH1 R132H inh	TRHR agonist
Entry for CCOC(=O)c1ccc(Nc2cc(C)nc(-c3ccccc3O)n2)cc1 : 12%	?	-0.1	-10	20%	1	-2	-2%	0.4
Entry for CC(C)(C)OC(=O)N(c1cccc2cccnc12)S(=O)(=O)c1ccccc1Br : 4%[0.457 µM]	nt	nt	11	29%	nt	nt	nt	0.2
Entry for O=C(c1cccc(-n2cnnn2)c1)N1CCOCC1 : 4%	-8%	0.0	9	10%	-31	4	7%	0.6
Entry for Cc1cccc(NC(=O)CSCC(=O)Nc2ccc(S(=O)(=O)N3CCOCC3)cc2)c1 : 14%[57.1 µM]	-14%	-0.3	0	-39%[57.1 µM]	-1	-1	0%	0.0

Additional records:
#41 COc1cc2c(=O)c(C(=O)c3ccc(F)cc3)cn(Cc3cccc(F)c3)c2cc1OC
#42 COc1ccc(N(CC(=O)NCCSCc2ccco2)S(=O)(=O)c2ccccc2)cc1Cl
#43 C=CCOC(=O)/C(=C\C=C\c1ccccc1)NC(=O)c1ccccc1
#44 COc1ccc(N(C(=O)Cn2nnc(-c3ccc(F)cc3)n2)C(C)C(=O)NC2CCCC2)cc1OC (stereo unspecified)
#45 Cc1cc(C(=O)Nc2nnc(C(F)(F)F)s2)no1
#46 COc1ccc(/C=C(/C#N)c2nc(-c3ccc(-c4ccccc4)cc3)cs2)cc1
Screen / compound no.,41,42,43,44,45,46
TrxR1 substrate,2%,-4%,-13%,-4%[57.1 µM],0%[57.1 µM],1%
USP1-UAF1 inh,-26%,-12%,-26%,4%,-17%,-11%
D2 ag,0.3,1.7,-0.7,-1.2,0.1,nt
TRHR PAM,9,-2,-2,-4,1,-1
TrxR1 inh,9%,?,-17%,-2%[57.1 µM],-2%[57.1 µM],0%
D2 antag,nt,-11,-11,10,1,nt
PI4K2A block,-2,-2,0,1,14,-2
IDH1 R132H inh,-20%,7%,3%,-16%,9%,-10%
TRHR agonist,-0.3,0.2,-1.3,0.1,0.1,-0.9
